TRPML3 ag: human mucolipin-3 channel agonism; activation, % at 3 µM; AID 1448; 220,000 compounds, 0.29% hits; HEK293 TRPML3-YFP, Fluo-8 calcium fluorescence; 100% = the carbachol control signal; Q8TDD5;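 active = activation above its plate's cutoff, the mean activation of the plate's test wells plus 3 SD, cut at about 12% in these data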;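 note: 0% = DMSO only wells and 100% = carbachol wells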
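Test system – HEK293 line with stable expression of human TRPML3-YFP channel · Control set – carbachol 87 µM final as high control (100%), DMSO as low control (0%) · Signal – Fluo-8 calcium dye fluorescence, ex 470-495, em 515-575 nm · Incubation – 1-h 37 °C dye load, 5-s basal, 120-s post-compound reads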
Ba/F3 V617F tox: lowers viability of Ba/F3 cells expressing EpoR and JAK2V617F; AID 1446; 220,000 compounds, 1.1% hits; ATP luminescence; inhibition, % at 5.6 µM;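 active = inhibition above the campaign mean plus 3 SD over all tested compounds, cut at about 24% in these data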;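 note: cytokine-independent growth of Ba/F3 cells driven by EpoR plus mutant JAK2; 0% = DMSO-treated cells and 100% = JAK inhibitor I control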
PERK inh: inhibitors of human PERK kinase | 220,000 compounds, 0.17% hits | CHO PERK-DD fusion, SEAP luminescence translation reporter | Q9NZJ5 | AID 1416 | inhibition, % at 5.6 µM;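 active = inhibition above the mean inhibition of all tested compounds plus 3 SD, set separately per screening campaign, cut at about 2.9% in these data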;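 note: PERK kinase domain activated by AP20187 dimerizer at 100 nM; 0% = DMSO with dimerizer and 100% = rapamycin at 8.4 µM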
S1P4 antag: blocks the human S1P4 receptor; O95977; S1P4-expressing cells, antagonist mode, reporter read-out; inhibition, % at 4.98 µM; 220,000 compounds, 0.26% hits; AID 1510; in the data active = inhibition above about 29%;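 note: 0% = wells stimulated with agonist and 100% = vehicle wells without agonist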
Target sequence (O95977 whole entry, looked up): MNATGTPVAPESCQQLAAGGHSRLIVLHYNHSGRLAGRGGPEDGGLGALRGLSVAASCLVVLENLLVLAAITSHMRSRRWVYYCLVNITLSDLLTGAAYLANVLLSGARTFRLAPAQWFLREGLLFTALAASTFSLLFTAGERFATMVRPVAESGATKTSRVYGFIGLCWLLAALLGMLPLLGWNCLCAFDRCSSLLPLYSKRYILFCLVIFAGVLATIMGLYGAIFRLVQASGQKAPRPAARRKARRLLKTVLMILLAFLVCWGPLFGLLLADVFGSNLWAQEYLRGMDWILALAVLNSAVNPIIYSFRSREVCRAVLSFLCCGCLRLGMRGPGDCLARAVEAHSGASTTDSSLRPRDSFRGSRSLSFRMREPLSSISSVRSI
TRPN1 ag: activates the zebrafish TRPN1 channel; HEK293 zebrafish TRPN1-YFP, Fluo-8 calcium fluorescence; 100% = response to 87 µM carbachol; activation, % at 3 µM; 220,000 compounds, 0.18% hits; AID 1424;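 active = activation above its plate's cutoff, the mean activation of test wells on that plate plus 3 SD, cut at about 19% in these data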;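 note: 0% = DMSO alone and 100% = 87 µM carbachol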
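Material: zebrafish TRPN1-YFP in HEK293 cells. Doses: one dose of 3 µM, 0.3% DMSO. Incubation: dye 1 h 37 °C plus 30 min RT. Measured by: intracellular calcium fluorescence with Fluo-8.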
S1P4 agonist: agonists of human S1P4 receptor; S1P4-expressing cell line, agonist reporter assay; 220,000 compounds, 0.35% hits; activation, % at 4.98 µM; AID 1509; in the data active = activation above about 11%;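 note: 0% = DMSO vehicle and 100% = reference agonist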
EP2 mod: modulates human prostaglandin E2 receptor EP2 signaling; AID 940; P43116; induction, % at 25 µM; 260,000 compounds, 0.83% hits; EP2-expressing cells, cAMP HTRF FRET, PGE2 co-stimulation;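 active = compounds whose cAMP rise, as percent of the full-agonist control response, exceeds 60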;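 note: rat C6 glioma line stably carrying human EP2 under a CMV promoter; the protocol text gives 20 µM as final concentration; 100% = response of wells given 1 µM PGE2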
Target sequence (P43116 whole entry, looked up): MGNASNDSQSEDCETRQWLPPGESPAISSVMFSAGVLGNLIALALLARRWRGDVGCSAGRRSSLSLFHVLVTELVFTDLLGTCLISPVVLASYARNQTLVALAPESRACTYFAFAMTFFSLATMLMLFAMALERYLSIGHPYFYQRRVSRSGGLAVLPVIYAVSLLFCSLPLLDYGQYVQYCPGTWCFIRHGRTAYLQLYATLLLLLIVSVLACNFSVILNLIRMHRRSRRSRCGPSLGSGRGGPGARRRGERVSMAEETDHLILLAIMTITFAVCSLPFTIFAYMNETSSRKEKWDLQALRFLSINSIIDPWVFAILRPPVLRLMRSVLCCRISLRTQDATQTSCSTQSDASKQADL
BaF3 tox: parental Ba/F3 viability inhibition as JAK2V617F counter-screen | inhibition, % at 5.6 µM | CellTiter-Glo ATP luminescence | AID 1486 | 220,000 compounds, 1.1% hits;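 active = inhibition above a per-campaign cutoff, the mean inhibition of all tested compounds plus 3 SD, cut at about 27% in these data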;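 note: 0% = DMSO wells and 100% = JAK Inhibitor I control wells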
Calpain2 inh: blocks pig calpain II enzyme activity; purified calpain II, fluorogenic peptide substrate, 30 min; inhibition, % at 16 µM; 220,000 compounds, 0.37% hits; AID 1236;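 active = inhibition above about 50%, limit read from the data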
* marks the source's active call; other numbers are inactive results; & = joins results of further samples. Random draw from the library, and some 3.6% of all compounds hit somewhere here.

entry	Structure	TRPN1 ag	Ba/F3 V617F tox	TRPML3 ag	EP2 mod	Calpain2 inh
1	CCn1c(SCC(=O)Nc2ccccc2C(=O)OC)nnc1-c1ccoc1C	-1.1	-3	-1.3	-1	-15
2	CCOC(=O)c1c(C)nc2ccc(Cl)cc2c1-c1ccccc1	-1.9	-3	0.2	33	13
3	Cc1ccc(CNC(=O)CSc2ccc(-c3ccco3)nn2)cc1	-1.1	-1	-0.4	15	-15
4	O=C(N/N=C/c1ccc(OCC(=O)N2CCCCC2)cc1)c1ccccc1O	0.9	2	0.8	1	21
5	Cc1ccsc1/C=N/n1c(COc2ccccc2)n[nH]c1=S	-1.9	6	-0.1	16	1
6	CCOC(=O)C1CCN(C(c2cccc(OC)c2)c2sc3nc(C)nn3c2O)CC1 (centres undefined)	2.6	-3	0.5	8	5
7	COc1ccccc1C(C)NCC(=O)Nc1c(F)cccc1F (centres undefined)	0.5	-2	-0.7	15	-20
8	O=C(Nc1ncc(Cc2cccc(Cl)c2Cl)s1)C1CCCO1 (centres undefined)	-0.5	4	-0.2	-28	32
9	CCCSc1nnc(NC(=O)Cc2ccc(OC)c(OC)c2)s1	2.8	-3	0.8	-15	8
10	O=C(CSc1nc2ccccc2s1)Nc1ccc2c(c1)OCO2	0.9	4	0.0	-3	22
11	CCCc1cc(N2CCCC(C(=O)Nc3ccc(OC)cc3OC)C2)n2ncnc2n1 (centres undefined)	1.0	3	-0.1	9	14
12	CC(=O)NCCc1nc2ccccc2n1Cc1ccc(Cl)cc1	-0.6	0	0.9	10	-33

entry	S1P4 agonist	S1P4 antag	BaF3 tox	PERK inh
1	0.8	6	8	-0.3
2	0.2	-24	1	0.0
3	3.4	-10	4	0.8
4	1.6	-1	3	-0.5
5	4.0	6	8	0.4
6	0.1	-15	-2	-0.1
7	3.5	-22	3	0.8
8	2.1	-2	2	-0.1
9	1.1	-10	5	0.3
10	-0.4	-19	2	-0.8
11	-0.1	-11	5	-1.5
12	2.6	0	5	-0.4

In a second layout: two of the compounds above.
1) CCn1c(SCC(=O)Nc2ccccc2C(=O)OC)nnc1-c1ccoc1C
2) CCOC(=O)c1c(C)nc2ccc(Cl)cc2c1-c1ccccc1

assay / entry | 1 | 2
TRPN1 ag | -1.1 | -1.9
Ba/F3 V617F tox | -3 | -3
TRPML3 ag | -1.3 | 0.2
EP2 mod | -1 | 33
Calpain2 inh | -15 | 13
S1P4 agonist | 0.8 | 0.2
S1P4 antag | 6 | -24
BaF3 tox | 8 | 1
PERK inh | -0.3 | 0.0

Next structures:
entry	Structure	TRPN1 ag	Ba/F3 V617F tox	TRPML3 ag	EP2 mod	Calpain2 inh
13	c1cc2c(cc1C1CCCN1)OCCCO2 (centres undefined)	0.1	0	1.2	20	-11
14	O=C(NC(=S)Nc1cc(C(F)(F)F)ccc1Cl)c1ccccc1	0.8	-4	0.4	40	-12
15	C=CCNC(=O)c1nc2ccccc2s1	0.4	-2	0.7	-10	-5
16	Cc1cccc(N2C(=O)/C(=C/c3cccnc3)SC2=S)c1	-0.1	-2	0.6	-39	-21
17	Cc1cc(C(F)F)n2nc(C(=O)Nc3ccc(S(=O)(=O)NC45CC6CC(CC(C6)C4)C5)cc3)nc2n1	-0.6	1	0.1	2	-86
18	c1ccc(Nc2ncnc3[nH]ncc23)cc1	2.1	0	-0.1	-12	-12
19	CCn1c(O)c(/C=C2\C=NN=C2c2ccc(C)cc2)sc1=S	-0.8	-1	-0.1	9	21
20	CCN(CC)CCNC(=O)c1cn(CC)c2cc(N3CCN(C(=O)c4ccco4)CC3)c(F)cc2c1=O	1.5	-2	0.9	8	-169
21	Cc1[nH]c2ccccc2c1Cc1nnc(SCc2ccccc2)o1	-1.0	-2	-1.0	-12	17
22	COc1ccc(OC)c(C(=O)c2c(C)oc3cc([N+](=O)[O-])c(O)c([N+](=O)[O-])c23)c1	-0.2	7	-1.3	-14	40
23	CCCCNC(=O)c1onc(CSc2ccc(F)cc2)c1C(=O)O	0.1	1	0.8	0	-15
24	CN(Cc1ccccc1)C(=O)c1cccc(NC(=O)c2ccco2)c1	-1.4	3	0.9	-16	-8

entry	S1P4 agonist	S1P4 antag	BaF3 tox	PERK inh
13	1.0	-1	4	1.9
14	-0.5	-3	1	1.3
15	-0.6	-5	2	2.1
16	-1.2	-9	-2	-0.1
17	1.4	-2	5	-0.7
18	-1.2	-9	0	-0.9
19	-0.1	-14	1	0.1
20	-0.6	7	1	1.1
21	-0.1	-16	4	0.2
22	0.8	-20	1	-0.2
23	1.0	1	2	1.7
24	2.3	-20	4	-0.4

Other entries.
entry	Structure	TRPN1 ag	Ba/F3 V617F tox	TRPML3 ag	EP2 mod	Calpain2 inh
25	O=C(COc1ccc(Cl)cc1Br)NC(=O)NCc1ccccc1	-0.6	3	-0.2	-3	12
26	COc1ccccc1NC(=O)N1CCC(c2nc3cc(C)c(C)cc3[nH]2)CC1	0.3	83*	0.4	-4&-14	7
27	CCCCCOC(=O)C1=C(C)Nc2ncnn2C1c1cccs1 (centres undefined)	-0.5	-3	0.4	-46	2
28	Cc1ccc(C(C)NC(=O)c2c(C)noc2C)cc1C (centres undefined)	-0.9	0	0.0	16	-12
29	O=C(CN1C(=O)NC(Cc2c[nH]c3ccccc23)C1=O)Nc1cccc(S(=O)(=O)N2CCCCCC2)c1 (centres undefined)	-1.1	-3	0.1	-50	11
30	O=C(O)c1cc(N=Nc2c(O)ccc3ccccc23)cc(C(=O)O)c1	-1.4	-2	0.2	27	25
31	Cc1ccc(S(C)(=O)=NC(=O)NC(=O)c2c(Cl)cccc2Cl)cc1 (centres undefined)	-0.4	1	0.8	-40	8
32	O=C(c1ccco1)N1CCN(Cc2cn[nH]c2-c2cccc3ccccc23)CC1	-0.5	-1	0.2	-5	-17
33	COc1ccccc1NC(=O)COc1ccc(/C=N/NC(=O)CSCc2ccc(Cl)cc2)cc1	-1.2	-1	0.2	-6	-72
34	COc1ccc(S(=O)(=O)N2CCOCC2)cc1NS(=O)(=O)/C=C/c1ccccc1	-0.4	4	0.8	9	-16
35	C=CCSc1nnc2c(n1)OC(c1ccco1)Nc1ccccc1-2 (centres undefined)	0.5	-2	-0.2	36	-9
36	COc1ccc(N2C(=O)CN=C2Nc2nc(C)cc(C)n2)cc1OC	0.0	0	-0.3	14	-11

entry	S1P4 agonist	S1P4 antag	BaF3 tox	PERK inh
25	1.6	-29	4	0.4
26	1.1	-13	81*	-0.8
27	-0.6	-2	5	-0.8
28	-0.3	-2	-2	0.9
29	0.3	-17	5	1.0
30	-2.2	1	0	0.7
31	-0.9	-11	-5	0.9
32	0.7	-7	-1	-1.7
33	0.8	-12	1	3.3*
34	1.7	-3	12	0.0
35	-0.5	-11	2	1.3
36	2.5	-23	1	-0.5

An excerpt from above in order of length of the SMILES, high to low:
entry	Structure	TRPN1 ag	Ba/F3 V617F tox	TRPML3 ag	EP2 mod	Calpain2 inh
29	O=C(CN1C(=O)NC(Cc2c[nH]c3ccccc23)C1=O)Nc1cccc(S(=O)(=O)N2CCCCCC2)c1 (centres undefined)	-1.1	-3	0.1	-50	11
33	COc1ccccc1NC(=O)COc1ccc(/C=N/NC(=O)CSCc2ccc(Cl)cc2)cc1	-1.2	-1	0.2	-6	-72
32	O=C(c1ccco1)N1CCN(Cc2cn[nH]c2-c2cccc3ccccc23)CC1	-0.5	-1	0.2	-5	-17

entry	S1P4 agonist	S1P4 antag	BaF3 tox	PERK inh
29	0.3	-17	5	1.0
33	0.8	-12	1	3.3*
32	0.7	-7	-1	-1.7

Additional records:
entry	Structure	TRPN1 ag	Ba/F3 V617F tox	TRPML3 ag	EP2 mod	Calpain2 inh
37	CCN(CC)CCN(CC)Cc1ccccc1Br	0.8	-2	0.3	4	-18
38	Cc1sc(NC(=O)C2CCCO2)c(C#N)c1C (centres undefined)	-1.1	0	0.8	24	-17
39	O=C(NS(=O)(=O)Oc1ccc(F)c(Cl)c1)OC[C@@H]1CCCN2CCCCC12 (some centres undefined)	0.6	1	0.2	18	-40
40	CCCCN1C2=C(C(=O)CCC2)C(c2ccc(Cl)c(Cl)c2)C2=C1c1ccccc1C2=O (centres undefined)	-0.5	-6	0.7	41	-40
41	Cc1ccc2c(c1)oc(=O)n2CC(=O)c1ccccc1	0.1	1	-0.7	-10	17
42	N#Cc1nc(COc2ccc(Cl)cc2Cl)oc1N1CCOCC1	-0.3	-1	0.2	3	26
43	Clc1ccc(C2=NNC(=NCc3ccc4c(c3)OCO4)SC2)cc1	1.7	7	-0.1	-12	31
44	COc1ccccc1CNC(=O)C(=O)NCC1CCCO1 (centres undefined)	-0.2	-4	1.0	23	-16
45	S=C(NC1CCCCC1)N1CCOCCOCCN(C(=S)NC2CCCCC2)CCOCC1	0.8	1	18*	5	-24
46	CN(CC1CCCO1)S(=O)(=O)c1ccc(C(=O)NCc2ccccc2)cc1 (centres undefined)	0.0	4	0.9	1	-19
47	CC(C)[C@H](NS(=O)(=O)c1ccc2c(c1)OCCO2)C(=O)OCC(=O)Nc1ccccc1Cl	-0.6	-3	0.9	-10	12
48	O=c1c(C(c2ccc(Br)cc2)c2c(O)nc3n(c2=O)CCCS3)c(O)nc2n1CCCS2	0.2	0	0.3	-16	8

entry	S1P4 agonist	S1P4 antag	BaF3 tox	PERK inh
37	-4.3	6	-1	0.1
38	1.1	-6	5	-0.1
39	-0.2	-6	4	0.9
40	0.8	-5	2	0.1
41	-0.1	3	2	-1.3
42	0.6	-3	1	-0.8
43	-2.0	5	12	0.3
44	1.6	-30	0	-0.3
45	-0.5	10	0	-1.0
46	-0.8	19	11	1.0
47	-0.6	-19	-3	-0.1
48	-0.3	-1	-2	1.4

Other compounds:
entry	Structure	TRPN1 ag	Ba/F3 V617F tox	TRPML3 ag	EP2 mod	Calpain2 inh
49	COC(=O)CCCCCCCCC(=O)Nc1nc2ccccc2s1	-0.2	4	-0.3	-5	-21
50	CCCCCCCc1nn2c(=O)cc(O)nc2s1	-1.2	-2	0.5	9	-19
51	CCN(CCNC(=O)C1CCN(S(=O)(=O)c2c(C)noc2C)CC1)c1ccccc1	0.3	2	1.0	-24	15
52	COc1ccc(C(=O)CSC2=C(C#N)C3(CCCCC3)C(C#N)=C(N)N2)cc1	3.2	-2	0.0	-21	-10

entry	S1P4 agonist	S1P4 antag	BaF3 tox	PERK inh
49	-0.9	-15	4	0.8
50	-0.3	-6	5	0.3
51	0.5	11	4	1.1
52	2.6	-20	1	-0.5
